GASC-1 inh: human JMJD2C demethylase inhibition. Q9H3R0. GST-JMJD2C(1-420) H3K9me3 demethylation, DELFIA europium. inhibition, % at 2.35 µM. hit rate 0.069% among 330,000. AID 2099;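 active = more than half of a compound's replicate wells show inhibition beyond 50%, single wells judged on their own value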;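 also: signal counts dimethyl H3K9 product captured on neutravidin plate; 0% = median of DMSO wells and 100% = 0.3 times that DMSO median; strong numbers were not always called active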
Target sequence (Q9H3R0 1-420 limits assumed): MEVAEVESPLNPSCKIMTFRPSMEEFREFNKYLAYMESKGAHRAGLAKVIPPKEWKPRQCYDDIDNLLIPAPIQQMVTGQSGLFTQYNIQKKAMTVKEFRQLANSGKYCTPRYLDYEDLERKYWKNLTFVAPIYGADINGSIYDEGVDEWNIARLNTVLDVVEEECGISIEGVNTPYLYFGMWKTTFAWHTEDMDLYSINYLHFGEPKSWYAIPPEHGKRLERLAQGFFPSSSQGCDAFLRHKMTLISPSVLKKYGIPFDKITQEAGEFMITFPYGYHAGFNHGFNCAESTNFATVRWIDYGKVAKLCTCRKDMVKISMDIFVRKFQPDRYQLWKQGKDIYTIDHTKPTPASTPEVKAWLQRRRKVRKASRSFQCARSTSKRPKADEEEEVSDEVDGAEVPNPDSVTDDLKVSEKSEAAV
PP5 primary: blocks human protein phosphatase 5 activity; P53041; purified PP5c, OMFP substrate fluorescence; inhibition, % at 6.7 µM; hit rate 0.18% among 320,000; AID 1987;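 active = inhibition above the campaign's mean inhibition across all tested compounds plus 3 SD, cut at about 9.5% in these data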;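 also: 0% = DMSO only and 100% = 100 µM cantharidin control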
Target sequence (P53041 whole entry, looked up): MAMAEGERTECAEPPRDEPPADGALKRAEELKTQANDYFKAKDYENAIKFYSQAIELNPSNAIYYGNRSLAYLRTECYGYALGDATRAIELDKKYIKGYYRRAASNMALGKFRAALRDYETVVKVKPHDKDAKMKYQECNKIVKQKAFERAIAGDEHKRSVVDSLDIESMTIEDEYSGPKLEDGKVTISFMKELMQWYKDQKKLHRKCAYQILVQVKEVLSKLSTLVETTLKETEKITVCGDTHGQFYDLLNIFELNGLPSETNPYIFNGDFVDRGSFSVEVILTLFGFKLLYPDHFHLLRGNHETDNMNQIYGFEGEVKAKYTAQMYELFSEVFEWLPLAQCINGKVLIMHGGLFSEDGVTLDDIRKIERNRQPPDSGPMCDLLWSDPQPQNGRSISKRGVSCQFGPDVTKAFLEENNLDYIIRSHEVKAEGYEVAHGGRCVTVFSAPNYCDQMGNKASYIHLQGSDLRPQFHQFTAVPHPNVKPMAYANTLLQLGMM
TPT1 inhibitor: C. albicans TPT1 enzyme inhibition; hit rate 0.81% among 300,000; inhibition, % at 5 µM; recombinant caTPT1, FP RNA substrate dephosphorylation;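 active = inhibition above the mean of all tested compounds plus 3 SD, set per screening campaign, cut at about 24% in these data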;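 also: plate controls were DMSO alone for no effect and ferristatin control at 100 nM for full effect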
LYPLA2 inh: LYPLA2 (human) inhibition in PME1 counter-screen; AID 2177; recombinant LYPLA2, FP-Rh probe fluorescence polarization; O95372; hit rate 0.38% among 320,000; inhibition, % at 5.9 µM;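 active = inhibition above the screen-wide mean plus 3 SD, limit set per campaign, cut at about 26% in these data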;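 also: 0% = LYPLA2 with DMSO and 100% = wells lacking LYPLA2 enzyme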
PP1 inh: blocks human PP1-alpha phosphatase, a PP5 counter-screen. P62136. hit rate 0.9% among 320,000. inhibition, % at 6.7 µM. purified PP1alpha, OMFP fluorescence;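 active = inhibition above the mean inhibition of all tested compounds plus 3 SD, computed separately for each screening campaign, cut at about 15% in these data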
core dimer inh: blocks dimerization of HCV core protein; TR-FRET GST/Flag-core106 dimerization, 1536-well; inhibition, % at 5 µM; hit rate 0.33% among 300,000; AID 1899;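 active = inhibition above the mean of all tested compounds plus 3 SD, set per screening campaign, cut at about 45% in these data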
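System – GST-tagged and Flag-tagged HCV core protein residues 1-106 · Repeats – one well for each compound · Technique – TR-FRET 671 and 617 nm emission · Doses – one concentration, 5 µM, in 0.5% DMSO · Times – 4 h, 22.5 °C incubation · Also added – Eu donor and XL665 acceptor anti-tag antibodies · Measure – percent inhibition of core106 dimerization signal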
Efflux pump mplx: antifungal efflux pump inhibition, Nile Red retention | S. cerevisiae Candida pump triplex | inhibition, % at 10 µM | hit rate 0.44% among 330,000;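 active = plate passing quality check with inhibition over a set limit, or well fluorescence over plate mean plus 4 SD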;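 also: Nile Red retained in pooled yeast measured as flow cytometry median fluorescence; 0% = buffer negative control and 100% = Enniatin B positive control; higher means more Nile Red kept so more efflux inhibition; some compounds called inactive have numbers as strong as hits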
PREPL inh: inhibitors of human prolyl oligopeptidase-like enzyme PREPL | Q4J6C6 | recombinant PREPL, fluorescence polarization activity-based probe | inhibition, % at 5.96 µM | hit rate 0.68% among 320,000 | AID 2751; in the data active = inhibition above about 43%;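 also: 0% = enzyme with DMSO and 100% = wells lacking enzyme; many of its hits are not listed in these tables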
Fh CTSL1 inh: cathepsin L1 inhibition, PFM18AAP counter-screen; inhibition, % at 5.96 µM; recombinant F. hepatica cathepsin L1, Z-Leu-Arg-MCA fluorescence; hit rate 0.49% among 300,000; AID 1906;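 active = inhibition above the mean of all tested compounds plus 3 SD, set per screening campaign, cut at about 17% in these data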;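 also: 0% = plate median of test compound wells and 100% = 1 µM Z-Phe-Ala-diazomethylketone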
* = called active by the depositor; x = not tested or not shown. The list is partial. The share of hits here may be higher or lower than overall.

1	CCCCNC(=O)c1ccc2c(c1)ncn2C1CCCC1
2	Cc1c(-n2c(SCC(=O)NC(C)C)nc3ccccc3c2=O)c(=O)n(-c2ccccc2)n1C
3	O=C(NC1=NCCS1)c1ccncc1
4	O=C(O)c1ccc2cccnc2c1O
5	O=C(CSc1nnc(-c2cccs2)n1-c1ccccc1)c1ccc2c(c1)OCCO2
6	O=C(Nc1nc2ccccc2s1)c1ccc(F)cc1

Compound	1	2	3	4	5	6
GASC-1 inh	65	14	-3	3	-24	-2
PP5 primary	2.5	0.3	-1.9	-0.3	2.8	0.1
TPT1 inhibitor	3	2	-1	1	9	-4
LYPLA2 inh	2	3	0	0	-1	-7
PP1 inh	-4	-3	-1	1	1	4
core dimer inh	-5	0	3	-6	18	2
Efflux pump mplx	0.2	-0.1	0.0	-0.1	0.3	-0.1
PREPL inh	-4	1	2	-11	0	-12
Fh CTSL1 inh	-1	2	-4	2	-1	2

7	COc1cccc(N2CCN(C(=O)CNC(=O)c3sc4ccccc4c3Cl)CC2)c1
8	O=C(CSc1cn(CCNC(=O)c2ccccc2)c2ccccc12)NCC1CCCO1 (stereo not given)
9	Cc1cccc(CS(=O)(=O)c2ncc(Cl)c(C(=O)Nc3c(C)cccc3C)n2)c1
10	CCN(CC(=O)Nc1ccc([N+](=O)[O-])cc1OC)CC(=O)NC(C)(C)C
11	CCOc1ccc(-n2c(-c3ccc(Cl)cc3)c[n+]3c2SCC3)cc1
12	CCOc1ccc(CCNC(=O)C2CC(=O)N(Cc3ccc(C)cc3)C2)cc1OCC (stereo not given)

Compound	7	8	9	10	11	12
GASC-1 inh	-25	3	-6	4	8	8
PP5 primary	1.4	0.5	-0.5	-0.1	-4.2	1.7
TPT1 inhibitor	3	-3	0	2	1	2
LYPLA2 inh	1	6	1	-8	2	4
PP1 inh	8	3	-13	0	-7	-3
core dimer inh	4	-1	-16	-1	-2	-3
Efflux pump mplx	-0.2	0.0	-0.2	0.0	-0.1	0.0
PREPL inh	25	10	1	-3	22	13
Fh CTSL1 inh	-1	2	8	-2	-1	-10

Down the list, quoted from above:
Nos. 1–7 in TPT1 inhibitor read 3, 2, -1, 1, 9, -4, 3

Carrying on.
13	O=C(CN1C(=O)NC2(CCCCC2)C1=O)Nc1cccc(Cl)c1Cl
14	CCc1cc2cc(C)ccc2nc1SCC(=O)NNC(=O)c1ccco1
15	CCOC(=O)c1c(C)[nH]c(C(=O)Cn2nnc(-c3ccccc3)n2)c1C
16	CCN(CC)CCNC1=NCCn2c1cc1cc(OC)ccc12
17	COc1cc(NC(=O)c2ccccc2OCc2ccccc2)cc(OC)c1OC
18	OC(COc1ccc(Cl)cc1)CN1C2=NCCCN2c2ccccc21 (stereo not given)

Compound	13	14	15	16	17	18
GASC-1 inh	3	3	5	-22	-14	-19
PP5 primary	-0.8	3.5	0.7	0.2	1.1	0.8
TPT1 inhibitor	x	-5	1	1	-2	5
LYPLA2 inh	-8	-4	-5	1	-1	-1
PP1 inh	-3	4	2	-1	0	0
core dimer inh	x	-13	9	0	13	2
Efflux pump mplx	-0.2	-0.1	0.0	0.3	0.0	0.0
PREPL inh	4	5	-7	23	14	23
Fh CTSL1 inh	x	0	-1	3	2	5

19	Cc1ccc(-n2nc3c(c2NC(=O)/C=C\c2ccc4c(c2)OCO4)CSC3)cc1
20	COc1ccc2[nH]cc(C(O)CN3CCN(c4ccccc4F)CC3)c2c1 (stereo not given)
21	CCn1cc(C(=O)NCCCO)c(=O)c2cc(F)c(N3CCN(C)CC3)cc21
22	COc1ccc(CNC(=O)CCS(=O)(=O)c2ccc3c(c2)NC(=O)C(C)S3)cc1 (stereo not given)
23	Cc1cc(C)c(S(=O)(=O)c2cc(F)ccc2C)c(Cl)n1
24	COP1(=O)C=C[C@H](N(Cc2ccccc2)S(=O)(=O)c2ccccc2[N+](=O)[O-])[C@@H](C)O1 (stereo not given in full)

Compound	19	20	21	22	23	24
GASC-1 inh	14	3	0	4	-9	-2
PP5 primary	3.7	1.3	0.7	2.3	-1.1	0.3
TPT1 inhibitor	4	1	-2	4	-5	-5
LYPLA2 inh	-18	-1	4	8	4	-6
PP1 inh	20*	-5	1	-3	2	-2
core dimer inh	39	-1	3	9	-2	7
Efflux pump mplx	1.2	0.2	0.0	0.1	-0.1	0.1
PREPL inh	-27	20	-4	-5	-4	20
Fh CTSL1 inh	-2	3	-2	-1	-2	7

25	CCS(=O)(=O)c1nc2ccccc2n1Cc1ccccc1Cl
26	COc1ccc(CCNS(=O)(=O)c2cccc([N+](=O)[O-])c2)cc1OC
27	CCc1cc2c(=O)[nH]c(N3CCCC3)nc2s1
28	O=C(c1cccs1)N(CCN1CCCCC1)CC1CCCN(C2CCCC2)C1 (stereo not given)
29	CC1(C(=O)NNC(=O)c2ccc([N+](=O)[O-])cc2)CC1(Br)Br (stereo not given)
30	O=C(NC(=S)Nc1cccc2cccnc12)c1ccccc1

Compound	25	26	27	28	29	30
GASC-1 inh	9	29	-6	-3	3	-8
PP5 primary	1.9	3.6	0.4	-0.8	2.4	4.0
TPT1 inhibitor	-2	2	-4	-2	1	3
LYPLA2 inh	-3	6	1	8	-3	3
PP1 inh	3	-1	-1	-1	-5	0
core dimer inh	-3	-1	-8	-6	-5	3
Efflux pump mplx	0.1	0.1	-0.3	0.1	0.1	0.1
PREPL inh	-21	-3	13	23	17	-8
Fh CTSL1 inh	-2	0	-2	2	-5	1

Copied from above, nos. 1 to 5
1	CCCCNC(=O)c1ccc2c(c1)ncn2C1CCCC1
2	Cc1c(-n2c(SCC(=O)NC(C)C)nc3ccccc3c2=O)c(=O)n(-c2ccccc2)n1C
3	O=C(NC1=NCCS1)c1ccncc1
4	O=C(O)c1ccc2cccnc2c1O
5	O=C(CSc1nnc(-c2cccs2)n1-c1ccccc1)c1ccc2c(c1)OCCO2

Compound	1	2	3	4	5
GASC-1 inh	65	14	-3	3	-24
PP5 primary	2.5	0.3	-1.9	-0.3	2.8
TPT1 inhibitor	3	2	-1	1	9
LYPLA2 inh	2	3	0	0	-1
PP1 inh	-4	-3	-1	1	1
core dimer inh	-5	0	3	-6	18
Efflux pump mplx	0.2	-0.1	0.0	-0.1	0.3
PREPL inh	-4	1	2	-11	0
Fh CTSL1 inh	-1	2	-4	2	-1

(continued)
31	Cc1ccc2c(c1)N(Cc1cccc(Cl)c1)C(=O)c1cccnc1O2
32	NS(=O)(=O)c1ccc(CCNC(=O)c2ccncc2)cc1
33	Cc1oc(-c2ccc(Cl)cc2)nc1CS(=O)CC(=O)NCCCN1CCN(Cc2ccccc2)CC1 (stereo not given)
34	O=C(CCC(=O)N1CCSc2ccccc21)NCc1cccc(Cl)c1
35	CC1=NOC(=O)/C1=C/c1ccc2c(c1)OCO2
36	O=C(NC1CCCCC1)C1CCN(c2nnnn2-c2ccccc2)CC1

Compound	31	32	33	34	35	36
GASC-1 inh	-3	-14	5	-10	11	-10
PP5 primary	5.5	-8.4	-0.3	1.0	-4.0	2.5
TPT1 inhibitor	0	-6	-1	-4	3	0
LYPLA2 inh	-6	-8	0	1	-4	3
PP1 inh	5	6	-3	-6	0	-4
core dimer inh	-3	-8	1	-3	7	-4
Efflux pump mplx	0.3	0.3	0.2	0.1	0.1	0.1
PREPL inh	-20	0	17	6	-4	10
Fh CTSL1 inh	0	-9	4	0	3	-17

37	CCc1cccc(C)c1NC(=S)N1CCCC1C(=O)O (stereo not given)
38	COC(=O)c1c(NC(=O)C2CC=CCC2C(=O)O)sc2c1CCCCC2 (stereo not given)
39	Cc1ccc(NC(=O)COC(=O)c2ccc(OCc3c(C)noc3C)cc2)cc1S(=O)(=O)N1CCOCC1
40	CCC(C)c1ccc(NC(=O)c2cccs2)cc1 (stereo not given)
41	O=C(CCCl)N(Cc1nc2ccccc2c(=O)[nH]1)Cc1cccs1
42	CC1=CCP(=O)(c2ccccc2)C1 (stereo not given)

Compound	37	38	39	40	41	42
GASC-1 inh	5	-16	2	-37	7	-10
PP5 primary	4.0	0.1	2.6	6.6	3.2	-1.5
TPT1 inhibitor	-3	4	-1	-4	0	1
LYPLA2 inh	-3	2	-14	-7	3	4
PP1 inh	-4	-1	0	6	-2	2
core dimer inh	-8	2	10	5	3	-1
Efflux pump mplx	0.1	0.0	0.1	0.2	0.2	-0.1
PREPL inh	6	11	-5	14	-10	1
Fh CTSL1 inh	-1	0	-4	2	0	-1

4 compounds picked at random from the list so far, as already listed:
22	COc1ccc(CNC(=O)CCS(=O)(=O)c2ccc3c(c2)NC(=O)C(C)S3)cc1 (stereo not given)
30	O=C(NC(=S)Nc1cccc2cccnc12)c1ccccc1
23	Cc1cc(C)c(S(=O)(=O)c2cc(F)ccc2C)c(Cl)n1
41	O=C(CCCl)N(Cc1nc2ccccc2c(=O)[nH]1)Cc1cccs1

Compound	22	30	23	41
GASC-1 inh	4	-8	-9	7
PP5 primary	2.3	4.0	-1.1	3.2
TPT1 inhibitor	4	3	-5	0
LYPLA2 inh	8	3	4	3
PP1 inh	-3	0	2	-2
core dimer inh	9	3	-2	3
Efflux pump mplx	0.1	0.1	-0.1	0.2
PREPL inh	-5	-8	-4	-10
Fh CTSL1 inh	-1	1	-2	0

(cont.)
43	O=c1[nH]c2ccc(Br)cc2c(-c2ccccc2)c1CN1CCOCC1
44	Cc1ccccc1C(=O)c1cccn1CC(=O)N1CCCCC1
45	O=C(O)CCn1cc(/C=C2\NC(=S)N(c3ccccc3)C2=O)c(-c2ccc(Br)cc2)n1
46	COc1cc(C(=S)N2CCCC2)ccc1OS(=O)(=O)c1ccc(NC(C)=O)cc1
47	COC(=O)c1ccc(NC(=O)Cn2nc(C(=O)Nc3ccc(C)cc3)ccc2=O)cc1
48	COc1ccc(CN2CC(C(=O)NCCC(C)C)CC2=O)cc1 (stereo not given)

Compound	43	44	45	46	47	48
GASC-1 inh	-3	2	-1	6	5	-13
PP5 primary	-1.0	1.4	-1.5	4.1	-0.5	2.3
TPT1 inhibitor	-1	1	1	-2	1	1
LYPLA2 inh	-5	7	-7	6	-4	3
PP1 inh	3	-2	5	-2	9	-1
core dimer inh	8	0	-6	-1	12	-2
Efflux pump mplx	0.0	0.1	-0.1	-0.1	0.1	0.1
PREPL inh	13	12	-3	-3	-11	6
Fh CTSL1 inh	-1	-4	19*	-1	3	6

Screens: PubChem BioAssay, several laboratories
